High-throughput results as filed in PubChem.
S-ASM inh: blocks human secretory acid sphingomyelinase; AID 504937; Potency, µM (doses to about 57.5 µM), for inactives: at the top dose activity change, negative = inhibition, actives largely listed as inhibitors; placental ASM, HMU-PC fluorogenic substrate, 60 min; P17405; 0.006% of 340,000 active; note: potency is the fitted concentration of half-maximal effect
Target sequence (P17405 47-631 limits assumed): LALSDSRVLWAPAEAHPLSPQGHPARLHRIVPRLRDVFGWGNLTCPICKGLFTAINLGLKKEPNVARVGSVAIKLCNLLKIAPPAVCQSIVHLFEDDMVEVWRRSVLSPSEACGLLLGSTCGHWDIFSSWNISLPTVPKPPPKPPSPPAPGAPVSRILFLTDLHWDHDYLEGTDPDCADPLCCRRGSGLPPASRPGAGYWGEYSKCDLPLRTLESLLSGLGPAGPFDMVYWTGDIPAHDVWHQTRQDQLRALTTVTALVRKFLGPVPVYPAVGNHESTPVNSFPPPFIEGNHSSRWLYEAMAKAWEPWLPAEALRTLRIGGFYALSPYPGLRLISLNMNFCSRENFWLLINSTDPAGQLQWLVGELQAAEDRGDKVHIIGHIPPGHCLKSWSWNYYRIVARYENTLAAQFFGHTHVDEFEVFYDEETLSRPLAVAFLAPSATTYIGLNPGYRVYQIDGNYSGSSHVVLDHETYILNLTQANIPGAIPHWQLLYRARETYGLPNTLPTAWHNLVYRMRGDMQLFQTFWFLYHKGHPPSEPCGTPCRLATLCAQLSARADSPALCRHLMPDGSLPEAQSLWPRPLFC
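HMU-PC0 cleavage (9 uM final) by human placental ASM, 60 min at 37 °C following 10 min compound exposure at RT; stopped at pH 10, fluorescence Ex 386/Em 447 nm.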
Integrin act MD: activates integrin-mediated alleviation for muscular dystrophy. alpha7betagal myoblasts, beta-gal FDG fluorescence, 48 h. Potency, µM (doses to about 38.3 µM), without a hit: top-dose activation, usual class: activators. 0.064% of 350,000 active;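 note: potency is the fitted concentration of half-maximal effect; 100% = response of the positive control SU9516; nearly all actives have a fitted effect of over 60% in size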
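Alpha7betagal+/- myoblasts (passage 13) were plated 16-24 hr, then exposed to compounds (1:260 dilution of DMSO stock) for 48 hours at 37C. After MPER lysis, β-galactosidase reporter activity was read as FDG fluorescence (ex 480/em 540) after 30 minutes.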
Tb PFK inh: T. brucei PFK enzyme inhibition | AID 485367 | T. brucei PFK, ADP-Glo luminescence | 0.17% of 330,000 active | Potency, µM (doses to about 57.5 µM), inactives show at the highest dose activity, negative = inhibition, most hits filed as inhibitors | O15648;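 note: potency is the fitted concentration of half-maximal effect; 0% = uninhibited 1x PFK enzyme wells and -100% = no-enzyme wells; nearly all actives have a fitted effect of over 60% in size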
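Compounds were pin-transferred as a titration series up to 57 uM into substrate buffer (0.5 mM F6P, 0.1 mM ATP, pH 8.0), then 1.25 nM PFK was added and reactions ran 45 min before ADP-Glo detection.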
ELG1 repair inh: inhibitors of ELG1-dependent DNA repair in HEK293T cells | Potency, µM (series often up to 46.1 µM), without a hit: top-dose activity change, negative = inhibition, actives largely listed as inhibitors | 2.3% of 330,000 active | AID 504467 | HEK293T ELG1-luciferase reporter, luminescence, 16 h; DNA damage induced by 5-fluorouridine; note: potency is the fitted concentration of half-maximal effect; % is set by controls: 0 for no effect and ±100 for the full control effect; nearly all actives have a fitted effect of over 55% in size
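Quantitative HTS, concentration-response format. 2,000 cells/well co-treated with 5-fluorouridine and compound, 16 hr in 5% CO2 at 37 °C; ONE-Glo luminescence read after 30 min.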
Chronic BCR inh: chronic active BCR signaling inhibition. AID 493014. 0.05% of 340,000 active. ABC-DLBCL IkBa-CBG/CBR reporter, luminescence ratio, 4 h. Potency, µM (doses to about 46.1 µM), for the others: top-dose ratio change, negative = lower green/red ratio, usual class: inhibitors; active = well fitted inhibition curve with a large enough effect in the signal ratio, with a control signal flat, not every such curve was filed as active; inconclusive = small, poorly fitted or top-dose-only effect, or effect the other way, or a change in a side signal; the % refers to the signal ratio;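 note: potency is the fitted concentration of half-maximal effect; plate controls were basal doxycycline-induced cells for no effect and cells given 10 µM MG132 for full effect; MG132 reads +100%, hits lower the ratio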
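TMD8 ABC-DLBCL cells carrying doxycycline-inducible green luciferase fused to IkappaBalpha plus unfused red luciferase were exposed to compounds (up to 46 uM) for 4 hrs at 37C. Activity came from the overlap-corrected green/red luminescence ratio.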
TSG101-PTAP inh: blocks PTAP/TSG101 interaction to inhibit HIV-1 budding. Fluorescence polarization, FITC-PTAP peptide / Tsg101 binding. Potency, µM (highest dose often 115 µM), for the others: top-dose activity change, negative = inhibition, hits mostly inhibitors. AID 493005. 340,000 tested, under 10 active. Q99816; active = well fitted inhibition curve with a large enough effect in the main read-out, with a control signal flat, not every such curve was filed as active; inconclusive = small, poorly fitted or top-dose-only effect, or effect the other way, or a change in a side signal; inactive = no such curve, though single readings can be large or run the other way; note: potency is the fitted concentration of half-maximal effect; % of control where 0% means no effect
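Compounds were pin-transferred onto Tsg101 binding domain (10 uM final) in HEPES pH 7.5 buffer, then FITC-PTAP peptide was added at 50 nM final. After 20 min at RT, polarization reported peptide displacement across a qHTS concentration series.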
Eya2 inh: inhibitors of human Eya2 phosphatase activity; O00167; recombinant Eya2, OMFP fluorescence dephosphorylation (OMFP is methylfluorescein phosphate); Potency, µM (top dose mostly 76.9 µM), for inactives: top-dose activity, negative = inhibition, actives largely listed as inhibitors; 0.006% of 330,000 active; note: potency is the fitted concentration of half-maximal effect; % is set by controls: 0 for no effect and ±100 for the full control effect
Target sequence (O00167 whole entry, looked up): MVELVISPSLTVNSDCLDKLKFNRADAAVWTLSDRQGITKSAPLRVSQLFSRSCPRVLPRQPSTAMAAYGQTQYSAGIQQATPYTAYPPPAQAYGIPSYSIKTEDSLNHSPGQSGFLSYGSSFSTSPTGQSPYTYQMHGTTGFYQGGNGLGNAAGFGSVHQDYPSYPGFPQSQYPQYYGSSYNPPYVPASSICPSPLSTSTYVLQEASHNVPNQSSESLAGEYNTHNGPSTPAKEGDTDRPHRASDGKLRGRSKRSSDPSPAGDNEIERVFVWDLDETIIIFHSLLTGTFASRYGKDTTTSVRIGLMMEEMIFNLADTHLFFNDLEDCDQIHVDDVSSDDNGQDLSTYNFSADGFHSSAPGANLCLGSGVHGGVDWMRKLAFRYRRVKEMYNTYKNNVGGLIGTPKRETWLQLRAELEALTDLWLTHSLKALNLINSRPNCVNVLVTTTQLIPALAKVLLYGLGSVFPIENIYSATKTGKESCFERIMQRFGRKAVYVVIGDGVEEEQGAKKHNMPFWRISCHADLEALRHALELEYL
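Eya2 protein (added as 0.2 uM solution) was preincubated with compound for 10 min at ambient temperature in 50 mM HEPES pH 7.5, 50 mM NaCl, 5 uM MgCl2, 0.05% BSA, 1 mM DTT. OMFP (added at 50 uM) then reacted 10 min; fluorescence read at 485/525 nm.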
AT treatment: potential ataxia-telangiectasia treatment. 0.19% of 320,000 active. AID 485349. Potency, µM (series often up to 57.5 µM), for inactives: at the top dose activation, hits mostly activators. […] A-T fibroblasts, KAP-1 phosphorylation AlphaLISA; neocarzinostatin DNA damage 30 min before lysis; note: potency is the fitted concentration of half-maximal effect; % of control where 0% means no effect; nearly all actives have a fitted effect of over 45% in size
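ATM-like activity read as KAP-1 phosphorylation via AlphaLISA donor/acceptor antibody pairs after lysis and 6 hr at 25C. Cells were ATM-null patient fibroblasts ([…], hTERT), dosed 60 min, then exposed to the DSB inducer NCS for 30 min.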
TCR act: T cell receptor activation; primary human leukocytes, anti-CD3, IL-2 HTRF, 48 h; Potency, µM (top dose mostly 9.22 µM), for inactives: at the highest dose activation of IL-2 secretion, actives largely listed as activators; 330,000 tested, under 10 active; AID 504894; note: % of control where 0% means no effect
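IL-2 produced over 48 hr by a-CD3 bead-stimulated primary human leukocytes exposed to compounds was detected with a homogeneous time-resolved FRET immunoassay, 665nm acceptor signal after 320nm excitation.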
Mito fusion yeast: inhibitors of mitochondrial division or activators of mitochondrial fusion; S. cerevisiae fusion-defective mutant growth rescue, CellTiterGlo 48 h; Potency, µM (series often up to 46.1 µM), for the others: top-dose growth rescue (activation), usual class: activators; 0.23% of 320,000 active; AID 485298;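 note: potency is the fitted concentration of half-maximal effect; % of control where 0% means no effect; nearly all actives have a fitted effect of over 45% in size; temperature-sensitive fusion mutants such as fzo1-1 at 37 °C on non-fermentable ethanol glycerol medium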
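Temperature-sensitive fusion-defective S. cerevisiae (e.g. fzo1-1, mgm1-5) were grown with compound in YPEG medium (3% ethanol, 3% glycerol) for 48 hours at 37C. Growth rescue was measured as viability by CellTiterGlo luminescence after 10 minutes at ambient.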
TSHR antagonist: antagonists of human thyroid stimulating hormone receptor; TSHR-expressing cells, TSH-stimulated cAMP HTRF, 2 h; active compounds read low; activity change, negative = inhibition, % at 11.5 µM; AID 504810; 0.2% of 330,000 active;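 active = activity change below a set negative limit, meaning inhibition stronger than a set level, cut at about -70% in these data; inconclusive = activity change between two set negative limits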; note: % is set by controls: 0 for no effect and ±100 for the full control effect
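Competitive HTRF cAMP read-out (cryptate anti-cAMP antibody, cAMP-d2; 30 min, room temperature) in freshly harvested TSHR cells. Compounds added before TSH at EC80 (4nM final), followed by 2 hours' incubation at 37 deg C.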
* hit, by the source's call; ? = inconclusive; · = not tested or not shown; [ ] = dose if it differs, or a comment. Unless noted, calls come from the whole dose curve; as a rule, active = well fitted curve in the direction sought with a large enough effect; inconclusive = small, poorly fitted or top-dose-only effect, or another doubt; inactive = no such curve, though single readings can be large; an effect the other way counts as inactive or inconclusive.

SMILES	S-ASM inh	Integrin act MD	Tb PFK inh	ELG1 repair inh	Chronic BCR inh	TSG101-PTAP inh	Eya2 inh	AT treatment	TCR act	Mito fusion yeast	TSHR antagonist
COC(=O)C1CC(O)CN1C(=O)Nc1cccc(C(F)(F)F)c1 (stereo not drawn)	-5%	1%	-12%	2%	1%	-1%	-12%	-2%	0%	-3%	19
O=C(COC(=O)c1ccccc1Cl)Nc1nccs1	-1%	-3%	1%	0%	-3%	-1%	4%	·	-1%	0%	30
Cc1ccc(C(=O)/C=C/c2ccc(F)cc2)o1	0%	-45%	0%	?	?	-2%	-7%	13%	0%[46.1 µM]	4%	3
COCCCNC(=O)c1ccccc1NS(C)(=O)=O	0%	2%	1%	?	?	-10%	-15%	-5%	0%	-2%	3
CC(C)N1C(=O)CCC1C(=O)NCc1ccc(F)cc1Cl (stereo not drawn)	1%	?	-20%	-3%	-4%	-6%	2%	-4%	-2%	4%	6
CC(=O)Nc1ccc(NC(=O)CSc2nc(N)c(NC(=O)c3ccccc3F)c(=O)[nH]2)cc1	-1%	0%	?	10%	-3%	-1%	-5%	6%	6%	2%	2
Cc1cccc2nc(Cn3c(=O)n(CCCC(=O)NCc4ccco4)c(=O)c4ccccc43)cc(=O)n12	13%	-28%	?	-25%	-14%	-11%	-17%	-6%	4%	18%	24
COc1ccccc1OCCC(=O)OCC(=O)Nc1ncc(Cl)cc1Cl	9%	-3%	-4%	9%	-1%	-4%	-16%	-8%	-1%	-2%	-12
Cc1cccc(NC(=O)c2ccc(S(=O)(=O)N3CCN(C)CC3)cc2)c1C	-4%	-8%	1%	1%	6%	-1%	0%	8%	1%	-3%	-6
CCC(C)N1C(=O)S/C(=C/c2ccc(Sc3nc4ccccc4[nH]3)o2)C1=O (stereo not drawn)	1%	-50%[inhibitor]	0%[0.46 µM]	?	?	-3%	7%	1%	1%	-3%	-14
COc1ccc(C2CC(=O)C(C=NCCCN3CCOCC3)=C(O)C2)cc1 (stereo not drawn)	0%	32%	4%	-2%	1%	-5%	0%	6%	4%	3%	2
O=C(Cn1cnc2cc([N+](=O)[O-])ccc2c1=O)NCCc1ccc(Cl)cc1	-3%	1%	6%	-11%	-2%	1%	-6%	3%	·	4%	-6
CC(C)c1ccc(CNc2ccc3c(c2)ncn3C)cc1	-2%	-34%	0%	?	?	-3%	-2%	23%	1%	-29%	6
Cc1cc(C)n2nc(SCC(=O)N3CCN(c4ccc(F)cc4)CC3)nc2n1	-2%	0%	0%	-33%	9%	-2%	11%	0%	-6%	8%	15
CCCc1nn2c(=O)cc(CSCC(=O)Nc3nnc(C(C)C)s3)nc2s1	0%	10%	-12%	14%	1%	-4%	-3%	-5%	-1%	-2%	-3
O=[N+]([O-])c1cccc(/C=N/N2CCN(Cc3ccccc3)CC2)c1	-2%	-16%	0%	?	-1%	1%	5%	-2%	5%	-12%	-4
CS(=O)(=O)c1ccc(Cl)c(NC(=O)C2CCCN(C(=O)c3ccc(Cl)cc3)C2)c1 (stereo not drawn)	-4%	-20%	-1%	-1%	2%	-10%	0%	-4%	-1%	0%	2
O=C1CN(C(=O)CN2CCOCC2)C(c2ccccc2)c2cc(Br)ccc2N1 (stereo not drawn)	4%	-1%	1%	-1%	-26%	1%	-10%	4%	-3%	2%	15
O=C(COC(=O)c1ccc2[nH]c3c(c2c1)CCCC3)Nc1ccccc1Cl	-1%	-3%	-6%	?	4%	1%	-6%	9%	2%	-4%	-7
CCc1ccccc1NC(=O)Nc1ccc(F)cc1F	-1%	30%	1%	-5%	-3%	0%	3%	-1%	1%	-14%	-15
CCCn1c(N)cc(=O)n(CCC)c1=O	4%	-16%	-1%	0%	-6%	-1%	-21%	2%	0%	5%	-6
CCC(=O)NC1(Cc2ccc(O)cc2)CCCCC1	1%	-18%	-7%	7%	-3%	2%	3%	-4%	-6%	2%	8
O=C(CSc1ncc(C(=O)O)n1-c1ccc(F)cc1)NCc1ccc2c(c1)OCO2	-1%	-12%	7%	-2%	5%	3%	5%	-4%	-4%	10%	-19
Cc1ccc(NC(=O)CSCC(=O)Nc2nnc(C3CC3)s2)cc1	-1%	24%	4%	?	?	-3%	4%	-1%	2%	-3%	-3
COc1cc(Cl)ccc1OCc1cc(C(=O)N(C)C2CC(C)(C)NC(C)(C)C2)no1	-2%	-52%[inhibitor]	2%	6%	-6%	·	11%	18%	-2%	-4%	12

Further structures
SMILES	S-ASM inh	Integrin act MD	Tb PFK inh	ELG1 repair inh	Chronic BCR inh	TSG101-PTAP inh	Eya2 inh	AT treatment	TCR act	Mito fusion yeast	TSHR antagonist
CCCC(=O)NCCCc1nc2ccccc2[nH]1	-6%	15%	-3%	-2%	11%	1%	-5%	4%	-5%	-1%	-1
Cc1ccc(S(=O)(=O)n2nc(-n3c(C)ccc3C)c3c(F)cccc32)c2ccccc12	-2%	-22%	2%	-7%	7%	0%	-17%	2%	-2%	17%	-4
CC(=O)Nc1ccc(S(=O)(=O)NCCc2cc3c(C)ccc(C)c3[nH]c2=O)cc1	0%	5%	1%	2%	2%	-3%	-1%	5%	9%	-3%	4
COc1ccccc1-c1nn(-c2ccccc2)cc1C(=O)N1CCc2ccccc2C1	-12%	41%	7%	?	8%	-6%	-17%	-5%	-1%	?	29
COC(=O)c1ccc(COc2ccc(/C=C/C(=O)c3ccc(OC)c(CSCC(=O)O)c3)cc2OC)cc1	200%[activator]	?	4.8µM*	·	?	-5%	-22%	4%	-3%	-10%	-25
COc1ccc(NC(=O)C2CCCN(S(=O)(=O)c3ccc4[nH]c(=O)ccc4c3)C2)cc1OC (stereo not drawn)	-1%	2%	-5%	-4%	4%	1%	1%	-1%	9%	4%	26
O=C(NCCC1=CCCCC1)C1CCN(S(=O)(=O)c2ccccc2)CC1	1%	7%	-3%	-9%	0%	0%	-2%	-8%	11%	-4%	1
Cc1sc2ncn(CC(=O)NC3CCCCC3)c(=O)c2c1C	4%	-2%	3%	17%	-10%	-3%	11%	6%	-5%	5%	14
CC1CN(c2ccccc2)CCN1C(=O)c1cc(COc2c(F)cccc2F)on1 (stereo not drawn)	-1%	?	0%	-1%	16%	-11%	3%	0%	5%	17%	-4
CCn1c(C)nnc1SCC(=O)Nc1ccccc1Cl	0%	-7%	-4%	9%	0%	0%	8%	0%	-5%	3%	-6
CC1CCCN(C/C(O)=C(\C#N)c2nc3ccccc3[nH]2)C1 (stereo not drawn)	0%	2%	-13%	0%	0%	-8%	10%	0%	-1%	-5%	6
O=[N+]([O-])c1ccc(-n2nnnc2-c2ccccc2)cc1	2%	-8%	-7%	1%	10%	-5%	-1%	-1%	-2%	1%	6
Cc1nc2ccccc2c(=O)n1NC(=O)Cc1ccc(Br)cc1	0%	9%	-2%	-13%	-3%	-9%	18%	-1%	3%	2%	-5
O=C(CCN1C(=O)c2ccccc2S1(=O)=O)Nc1ccccc1F	0%	-25%	0%	9%	?	-3%	8%	3%	-2%	1%	-10
O=C(CN1CCOCC1)N(c1ccccc1)c1ccc2ccccc2c1	7%	-17%	1%	-3%	-1%	-7%	-30%	-2%	0%	-9%	-11
CCn1c(SCC(=O)NC2CCCCC2)nc2c(c1=O)SCC2	4%	2%	-3%	2%	1%	·	-6%	-17%	-5%	2%	3
Cc1ccc(S(=O)(=O)N2CCN(C(=O)COC(=O)CNC(=O)c3ccc(Cl)cc3Cl)CC2)cc1	-5%	-16%	1%	?	-8%	-4%	-22%	-3%	-8%	-1%	16
CCOC(=O)C1=C(COC(=O)CCCOc2ccccc2)NC(=O)NC1C (stereo not drawn)	4%	5%	-9%	10%	-14%	3%	-5%	-7%	-5%	0%	-1
Cn1c(C(=O)O)cc2cc(F)ccc21	0%	-3%	4%	16%	18%	-9%	-10%	12%	-3%	14%	14
O=c1[nH]c(SCc2ccccc2)nc2c1sc1ccccc12	-2%	10%	0%	5%	?	1%	0%	0%	-4%	-4%	-8
